ROC1-CUL1 inh: blocks human RBX1-Cullin-1 di-ubiquitin formation. actives 0.6% (n = 140,000). P62877+Q13616. inhibition, % at 10 µM. in vitro K48 di-Ub FRET, acceptor:donor ratio, 45 min. AID 1347404; in the data active = inhibition above about 25%
Target sequence (P62877 whole entry, looked up): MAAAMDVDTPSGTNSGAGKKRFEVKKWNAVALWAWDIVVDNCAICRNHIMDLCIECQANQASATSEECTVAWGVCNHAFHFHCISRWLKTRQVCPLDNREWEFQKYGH
Target sequence (Q13616 whole entry, looked up): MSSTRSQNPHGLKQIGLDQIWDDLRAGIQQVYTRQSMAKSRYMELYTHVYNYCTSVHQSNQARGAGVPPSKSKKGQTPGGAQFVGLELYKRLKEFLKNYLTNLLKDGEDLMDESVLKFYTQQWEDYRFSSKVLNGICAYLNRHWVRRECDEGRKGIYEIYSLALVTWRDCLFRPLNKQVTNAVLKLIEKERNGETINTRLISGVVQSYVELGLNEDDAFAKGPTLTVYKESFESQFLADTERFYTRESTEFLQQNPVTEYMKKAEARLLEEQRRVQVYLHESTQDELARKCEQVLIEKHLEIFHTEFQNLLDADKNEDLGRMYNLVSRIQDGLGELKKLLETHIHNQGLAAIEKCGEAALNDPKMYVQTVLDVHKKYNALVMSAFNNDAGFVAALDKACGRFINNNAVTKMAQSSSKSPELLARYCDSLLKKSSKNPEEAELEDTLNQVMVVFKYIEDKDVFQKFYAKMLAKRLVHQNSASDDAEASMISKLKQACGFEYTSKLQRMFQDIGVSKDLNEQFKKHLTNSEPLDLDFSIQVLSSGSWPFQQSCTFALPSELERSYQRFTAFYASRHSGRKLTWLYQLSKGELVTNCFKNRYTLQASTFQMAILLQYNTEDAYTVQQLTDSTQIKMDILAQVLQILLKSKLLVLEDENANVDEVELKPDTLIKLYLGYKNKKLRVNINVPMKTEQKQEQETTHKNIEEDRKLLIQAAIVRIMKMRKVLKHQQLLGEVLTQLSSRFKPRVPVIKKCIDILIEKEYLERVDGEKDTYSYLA
* hit, by the source's call. An excerpt; count on the stated rates, not on these rows.

| Molecule | ROC1-CUL1 inh |
| --- | --- |
| O=C(c1cccnc1)N1CCc2cc(S(=O)(=O)N3CCOCC3)ccc21 | 5 |
| CSc1cccc(NC(=O)COc2ccccc2)c1 | -2 |
| COc1ccc(C)cc1NC(=O)C1CCCN(S(=O)(=O)c2ccc3c(c2)oc(=O)n3C)C1 (configuration not stated) | -1 |
| O=C1CC(c2ccc(F)cc2)CC2=C1C=Nc1ccccc1N2 (configuration not stated) | -6 |
| Cc1ccc(NC(=O)C(C)Sc2nc(-c3ccccc3)cc(C(F)(F)F)n2)c(Br)c1 (configuration not stated) | -8 |
| Cc1nc(-c2cccc(NC(=O)CCc3ccccc3)c2)cs1 | 9 |
| Cc1cccc(NC(=O)c2sc3ncccc3c2N)c1 | 1 |
| Cc1ncc2c(c1-c1noc(COc3ccc4c(c3)OCO4)n1)CCNC2 | 12 |
| Cc1ccc(-n2nc3ccc(NC(=O)c4ccc(Cl)cc4Cl)cc3n2)cc1 | -15 |
| CSc1ncc2c(n1)-c1ccccc1N(Cc1ccccc1C)S2(=O)=O | 2 |
| CCSc1nnc(NC(=O)C(C(F)(F)F)C(F)(F)F)s1 | 32* |
| Cc1ccc(C)c(OC(=O)C2CC2)c1 | 0 |
| Cc1cc(F)ccc1Nc1nc2ccccc2n2nnnc12 | 1 |
| Nc1n[nH]c(N)c1N=Nc1ccccc1 | 2 |
| CC1(C)CC(=O)C(C=Nc2ccc(Cl)cc2C(F)(F)F)C(=O)C1 | -6 |
| O=C(NCCO)c1cccc2c1-c1ccccc1C2=O | -2 |
| O=c1nc(-c2cccs2)cc(C(F)(F)F)[nH]1 | 3 |
| CC(C)C(NC(=O)c1cccc(NS(C)(=O)=O)c1)C(C)C | 6 |
| COc1cccc(/C=N\NC(=O)CSc2nc3ccccc3n2Cc2ccc(Cl)cc2)c1O | 2 |
| COc1ccc(-c2nc3ccccc3c(C(=O)Nc3ccc(S(=O)(=O)Nc4cc(C)on4)cc3)c2C)cc1 | -2 |
| Cc1ccoc1C(=O)N1CCc2[nH]nc(-c3ccc(Cl)cc3)c2C1 | 7 |
| COc1c(C)cccc1C(=O)NC(=S)Nc1c(F)cc(F)cc1Br | -5 |
| Cc1cccc(N2CCN(C(=O)c3cnc(N4CCCC4)nc3C)CC2)c1C | -1 |
| O=C(CN1C(=O)C2C3CC(C(Br)C3Br)C2C1=O)OC1CCCCC1 (configuration not stated) | 12 |
| COC(=O)c1c(-c2ccc(Cl)cc2)csc1NC(=O)CCC1CCCC1 | -14 |
| CCOC(CN=C1N=C(N(C)C)NC(=O)C1[N+](=O)[O-])OCC (configuration not stated) | 3 |
| CCOc1cc(S(=O)(=O)n2ccc(C)n2)ccc1F | -8 |
| O=S(=O)(c1ccc(F)cc1)N1CCC(n2c(C(F)(F)F)nc3cccnc32)CC1 | -8 |
| N#CC1C(=N)Oc2cc(Nc3ccccc3)ccc2C1c1ccccc1F (configuration not stated) | 1 |
| CCOC(=O)c1ccc(NC(=O)c2cc3sccc3n2Cc2ccc(Cl)cc2)cc1 | 4 |
| O=C(Nc1ccc(OC(F)(F)F)cc1)c1nn2c(c1Cl)NC(c1ccco1)CC2C(F)(F)F (configuration not stated) | -2 |
| CCOc1ccccc1NC(=O)C1CCN(S(=O)(=O)c2c(C)noc2/C=C/c2ccco2)CC1 | 4 |
| O=C(NC1CCCCCC1)C1CCNCC1 | -4 |
| COc1cc(OC)cc(-c2n[nH]c(=S)n2-c2cc(OC)ccc2OC)c1 | 11 |
| Cc1ccc2c(c1)c(N1CCCC1=O)c(C(=O)Nc1ccc(F)cc1F)n2C | -12 |
| O=C(Nc1cc(C(F)(F)F)ccc1Cl)c1ccc2nccnc2c1 | 12 |
| CCC(C)NC(=O)c1sc2ncccc2c1-n1c(C)ccc1C (configuration not stated) | 0 |
| Cc1cc(C)cc(NC(=O)c2ccc(CSc3nnc(C)s3)cc2)c1 | -5 |
| CC1CCCN(c2ncnc3c2nnn3C)C1 (configuration not stated) | -2 |
| Nn1c(SCC(=O)Nc2ccccc2)nc2c(cnn2-c2ccccc2)c1=O | 12 |
| Cc1cc2nc(CCN3CCCCC3=O)cc(=O)n2[nH]1 | -3 |
| CC(/C=C/c1ccccc1)=N\NC(=O)C1CC1(C)c1ccccc1 (configuration not stated) | -3 |
| CCOC(=O)c1c(-c2ccc(OC)cc2)oc2ccc(OCc3ccc(F)cc3F)cc12 | 0 |
| CCn1c(COc2ccc(Cl)cc2)nnc1SCC(=O)Nc1ccc(C)cc1 | -9 |
| CSc1nnc2n(-c3ccccc3C)c(=O)c3c4c(sc3n12)CCCC4 | 0 |
| NS(=O)(=O)c1cnccc1Nc1ccc(Cl)cc1 | -6 |
| O=[N+]([O-])[C@@H]1Cc2ccccc2O[C@H]1c1ccc2c(c1)OCO2 | 3 |
| Cn1cc(Br)c(C(=O)Nc2c(F)c(F)c(F)c(F)c2F)n1 | -2 |
| O=C(CC(O)(C(F)(F)F)C(F)(F)F)Nc1ccccc1F | -3 |
| O=C1Nc2ccc(I)cc2C12OCCO2 | 1 |
| Cc1nn(-c2ccccc2)c(C)c1/C=N/NC(=O)c1ccccn1 | 3 |
| CCCCN(CCCC)c1ccc(C2(O)OC(=O)c3ccccc32)c(O)c1 (configuration not stated) | -5 |
| O=C1c2ccccc2OCC1(CO)Cc1ccc2c(c1)OCO2 (configuration not stated) | 5 |
| CCCCOc1ccc(C2c3c(oc4ccccc4c3=O)C(=O)N2c2nc(C)c(C(=O)OCC)s2)cc1OC (configuration not stated) | 9 |
| O=C(NCC1CCCN(C(=O)C2CCOCC2)C1)c1ccc(F)cc1 (configuration not stated) | 6 |
| COc1ncc(-c2nnnn2-c2ccccc2)c(-c2ccccc2)n1 | -7 |
| CCOC(=O)c1ccc2c(c1)N(Cc1cccc(OC)c1)C(=O)c1ccccc1S2(=O)=O | -8 |
| Cn1c(CN2CCC(N3CCC(C(=O)N4CCCC4)CC3)CC2)nc2ccccc21 | -7 |
| CN1CCN(C(CNC(=O)C(=O)Nc2ccc(Cl)cc2)c2cccnc2)CC1 (configuration not stated) | -4 |
| Cc1ccc(Cn2ccn(Cc3cccc(C(F)(F)F)c3)c(=O)c2=O)cc1 | -5 |

4 successive records from above, for reference:
| Molecule | ROC1-CUL1 inh |
| --- | --- |
| O=C(c1cccnc1)N1CCc2cc(S(=O)(=O)N3CCOCC3)ccc21 | 5 |
| CSc1cccc(NC(=O)COc2ccccc2)c1 | -2 |
| COc1ccc(C)cc1NC(=O)C1CCCN(S(=O)(=O)c2ccc3c(c2)oc(=O)n3C)C1 (configuration not stated) | -1 |
| O=C1CC(c2ccc(F)cc2)CC2=C1C=Nc1ccccc1N2 (configuration not stated) | -6 |

A different layout for two compounds above:
CCCCOc1ccc(C2c3c(oc4ccccc4c3=O)C(=O)N2c2nc(C)c(C(=O)OCC)s2)cc1OC (configuration not stated)
  ROC1-CUL1 inh = 9

O=C(NCC1CCCN(C(=O)C2CCOCC2)C1)c1ccc(F)cc1 (configuration not stated)
  ROC1-CUL1 inh = 6

Later entries.
| Molecule | ROC1-CUL1 inh |
| --- | --- |
| O=C(Nc1ccc(OC(F)(F)F)cc1)c1cc(-c2ccc(Cl)cc2)on1 | -4 |
| Cc1cc(C)cc(Nc2cc(C(=O)NCCCN(C)C3CCCCC3)c3ccccc3n2)c1 | -2 |
| Cc1ccsc1/C=C1/SC(=O)N(CC(=O)N2CCCC2)C1=O | 1 |
| c1ccc(C(c2ccccc2)c2noc3c2CN(Cc2ccccn2)CC3)cc1 | -1 |
| Cc1ccc(-n2nnc(C(=O)Nc3c(C)cccc3C)c2C)cc1 | -6 |
| CSc1cccc(NC(=O)COC(=O)C23CC4CC(CC(C4)C2)C3)c1 | 1 |
| FC(F)(F)c1ccc(-c2oncc2-c2nnnn2-c2ccccc2)cc1 | 0 |
| CCN(CC)CCNC(=O)Cn1c(C(F)(F)F)nc2ccccc21 | 3 |
| Cc1ccc(NC(=O)COCc2cc(-c3cccs3)on2)cc1Cl | 1 |
| Clc1ccc(C2CCSCC2)cc1 | -4 |
| COc1ccc(C(=O)Oc2ccc3c(=O)c(Oc4ccc(C(C)(C)C)cc4)coc3c2)cc1OC | -4 |
| CC1CCc2c(sc(NC(=O)C(C)(C)C)c2C(=O)Nc2cccc3ccccc23)C1 (configuration not stated) | -6 |
| Cc1cc(C=C2C(=O)N(C)C(=S)N(C)C2=O)c(C)n1-c1ccc2c(c1)OCO2 | 6 |
| CCOC(=O)N1CCN(C(=O)Cn2ncc3c4ccccc4n(Cc4ccc(F)cc4)c3c2=O)CC1 | -4 |
| O=C(Oc1ccc(F)cc1)c1nc(SCc2ccc(F)cc2)ncc1Cl | -5 |
| Cc1nn(Cc2ccc(C(=O)O)o2)c(C)c1Br | 9 |
| COc1cccc(-c2nc(SCC3=Nc4ccc(Cl)cc4C(=O)C3)n[nH]2)c1 | 1 |
| Cc1n[nH]c(C)c1CCC(=O)N/N=C\c1ccccc1OCC(=O)O | 13 |
| Cc1cc(N(C)C)c(=O)n(-c2ccccc2)n1 | 4 |
| CCCCNC(=O)CSc1nc2ccc(NC(=O)CSc3nnc(NC(C)=O)s3)cc2s1 | 7 |
| COc1cccc(C(=O)NC(C)c2ccc(Br)cc2)c1OC (configuration not stated) | -6 |
| CCc1cc2c(SCC(=O)Nc3ccccc3)ncnc2s1 | 6 |
| Cc1ccc(C2CC(C(F)(F)F)n3nc(C(=O)N4CCCC4)c(Cl)c3N2)cc1 (configuration not stated) | -4 |
| COc1cccc(CN2CCCC3(CCN(C(=O)c4snnc4C)C3)C2)c1OC (configuration not stated) | 7 |
| Cc1c(CC(=O)NCc2cccnc2)c2c(n1CC1CCCO1)CCCC2=O (configuration not stated) | -5 |
| COc1ccc(N2CCN(C(=O)c3cc4c(=O)oc5ccc(C)cc5c4s3)CC2)cc1 | 11 |
| O=c1c2ccccc2nc(/C=C/c2cc(Br)ccc2O)n1CCCO | -2 |
| Cc1ccc(-c2cc(C(=O)NCc3ccccc3)c3c(-c4ccc(C)cc4)[nH]nc3n2)cc1 | 5 |
| O=C(/C=C/c1cn(-c2ccc(Cl)cc2)nn1)c1ccccc1 | -2 |
| CCc1ccc(NC(=O)CSc2ccc(-c3cccs3)nn2)cc1 | -8 |
| C=CCN1N=C(C(C)(C)C)Cn2c1nc1c2c(=O)n(CC=C)c(=O)n1C | 1 |
| COc1ccccc1OCCCn1c(C2CC(=O)N(c3ccccc3Cl)C2)nc2ccccc21 (configuration not stated) | 1 |
| CCc1ccc([C@@H]2C[C@H]3CN(C)C(=O)[C@]34CCCN24)cc1 | -7 |
| O=C1N(CCCc2ccccc2)CCCC1(O)CN1CCC2(CC1)OCCO2 (configuration not stated) | 1 |
| COc1ccc(Cn2ccnc2SCC(=O)NCc2ccccc2)cc1 | -4 |
| CCc1cc(OC)c(OC)cc1C(C)NC(=O)c1ccccc1 (configuration not stated) | -2 |
| CC1(C)CCC(=NNC(=O)c2cccc(Br)c2)C(=O)C1 | -3 |
| c1ccc(-c2noc(-c3ccccc3)c3cccc2-3)cc1 | -3 |
| CNCCC1Sc2ccccc2Oc2ccccc21 (configuration not stated) | 2 |
| CC1=Nc2c(C(=O)Nc3ccccc3)cnn2C(c2ccccc2)C1C(=O)Nc1ccc(Cl)cc1 (configuration not stated) | -1 |

The final 3 compounds of the part above open the next one:
| Molecule | ROC1-CUL1 inh |
| --- | --- |
| c1ccc(-c2noc(-c3ccccc3)c3cccc2-3)cc1 | -3 |
| CNCCC1Sc2ccccc2Oc2ccccc21 (configuration not stated) | 2 |
| CC1=Nc2c(C(=O)Nc3ccccc3)cnn2C(c2ccccc2)C1C(=O)Nc1ccc(Cl)cc1 (configuration not stated) | -1 |
| CCOC(=O)COc1c(Br)cc(/C=N/n2nnnc2N)cc1OCC | 2 |
| CC(C)CCSc1nc2c(c(=O)n(C)c(=O)n2C)n1Cc1ccccc1Cl | -8 |
| CC(C)Oc1ccccc1OCCCNCc1ccco1 | 11 |
| CSc1ccccc1C(=O)NCc1c(C)ncc2c1CCN(C(=O)c1ccc3c(c1)OCO3)C2 | 8 |
| CC(=O)c1cccc(NC(=O)c2sc(-n3nc(C)c(Cc4ccc5c(c4)OCO5)c3C)nc2C)c1 | 2 |
| CC(C)c1ccc(N2CCN(c3ccc(NC(=O)/C=C\C(=O)O)cc3)CC2)cc1 | -6 |
| COc1cccc(NC(=O)CC2COc3ccccc3O2)c1 (configuration not stated) | -2 |
| Cc1ccc(C(=O)COC(=O)c2cc(-c3cccs3)nc3ccccc23)cc1 | 3 |
| O=C1C2CCCCN2C(=O)N1CCCCN1CCN(c2ccc([N+](=O)[O-])cc2)CC1 (configuration not stated) | 13 |
| COc1ccccc1-c1ncnn1-c1sc2c(c1C#N)CCCCC2 | 1 |
| Cc1ccc(C2Nc3ccccc3-n3c(-c4ccccc4)c4c(=O)n(C)c(=O)n(C)c4c32)cc1 (configuration not stated) | 4 |
| COCC(=O)N(CCN(C)C)CC1CCCN(Cc2ccccc2OC)C1 (configuration not stated) | -5 |
| CCCN1CCC(NC(=O)c2csc3c2CCC(C)C3)CC1 (configuration not stated) | 4 |
| Brc1ccc(CN2CCc3nc(N4CCN(c5ncccn5)CC4)ncc3C2)cc1 | -8 |
| CCC(NC(=O)Nc1cc(Cl)ccc1OC)c1c(-n2cccc2)sc2c1CCN(C)C2 (configuration not stated) | 8 |
| COc1ccccc1OC1CCN(C(=O)Cn2cc(NC(=O)COc3ccccc3)cn2)CC1 | -11 |
| Cc1nnc(CN(C)Cc2cnc(S(=O)(=O)Cc3ccccc3)n2CC(C)C)o1 | 10 |
| Cc1cccc(-n2c(=O)c3c4c(sc3n3c(C)nnc23)CCCC4)c1 | -11 |
| CN1C(=O)C(C=NC2CCCC2)C(=O)N(C)C1=O | -12 |
| COc1ccc(CNC(=O)CCC(=O)N2CC3CCCN3c3ccccc32)c(OC)c1 (configuration not stated) | 0 |
| CCc1noc(C(C)C(=O)Nc2ccc(Cl)cc2)n1 (configuration not stated) | 4 |
| COc1ccc(C(=O)n2c(=S)nc3cc(C)ccn32)cc1 | 1 |
| O=C(NNC(=O)c1ccc(COc2ccccc2Br)cc1)Nc1cccc(Cl)c1 | 2 |
| O=C(NCc1cccnc1N1CCN(c2ccccn2)CC1)C1CCCO1 (configuration not stated) | 0 |
| CSc1cccc2cccnc12 | 9 |
| CN(C)S(=O)(=O)N1CCC(C(=O)Nc2ccc(Cl)c(Cl)c2)CC1 | -6 |
| CCOc1ccc(NC(=O)CSc2c3c(nc4ccccc24)CCCC3)cc1 | 1 |

High-throughput results deposited in PubChem by Icahn School of Medicine at Mount Sinai.
